MPTP inh: permeability transition pore inhibition | isolated mouse mitochondria, Ca2+ swelling absorbance, 30 min | inhibition, % at 10 µM | 360,000 compounds, 1.4% hits | AID 602449;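 active means inhibition of 50% or more, scaled per plate between neutral and stimulator controls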;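 further: 0% = DMSO wells given calcium and 100% = 1 mM EGTA wells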
ATG4B inhibitor: inhibitors of human ATG4B cysteine protease; Q9Y4P1; ATG4B cleavage of LC3-PLA2, NBD-HPC fluorescence, 1 h; inhibition, % at 8.33 µM; 340,000 compounds, 0.51% hits; in the data active means inhibition above about 40%
GRIN3A LBD mod: modulators (binders) of human NR3A ligand-binding domain; NR3A LBD differential scanning fluorimetry, Tm shift; 0% = protein alone, 100% = glycine-bound protein; Tm shift relative to glycine control, % at 25 µM; 340,000 compounds, 2.5% hits; AID 1259313;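 active means melting temperature shift of at least 10% of the positive control shift, at one fixed dose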
hIAP activ: human IAP activation; P09923; purified human IAP, CDP-Star luminescence, 30 min; stronger effect = higher value; 1 = vehicle-only enzyme, 0 = enzyme-free background; activation factor at 10 µM; 330,000 compounds, 0.16% hits; AID 2524;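 active means activation factor of the enzyme at least 2-fold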; further: the source names both 10 and 20 µM as test concentration; values of inactives mirror those of a sister screen read the other way
Target sequence (P09923 whole entry, looked up): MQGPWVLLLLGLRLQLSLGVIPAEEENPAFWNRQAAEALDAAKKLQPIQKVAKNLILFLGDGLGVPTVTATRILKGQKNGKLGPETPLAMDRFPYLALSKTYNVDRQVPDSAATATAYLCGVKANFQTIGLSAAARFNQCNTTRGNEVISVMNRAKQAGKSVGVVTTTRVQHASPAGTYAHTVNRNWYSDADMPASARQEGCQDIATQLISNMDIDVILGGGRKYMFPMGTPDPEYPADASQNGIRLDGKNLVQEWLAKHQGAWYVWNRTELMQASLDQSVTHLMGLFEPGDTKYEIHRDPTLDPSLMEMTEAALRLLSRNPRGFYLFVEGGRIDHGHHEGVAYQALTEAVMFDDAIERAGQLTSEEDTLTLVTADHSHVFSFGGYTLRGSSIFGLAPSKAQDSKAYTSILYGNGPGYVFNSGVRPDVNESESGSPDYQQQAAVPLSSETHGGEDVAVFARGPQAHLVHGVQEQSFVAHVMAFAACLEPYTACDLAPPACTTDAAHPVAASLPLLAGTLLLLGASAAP
SENP1 inh: SENP1 (human) catalytic domain inhibition. AID 624204. Q9P0U3. 360,000 compounds, 0.21% hits. inhibition, % at 10 µM. recombinant SENP1 catalytic domain, CyPet-SUMO1-YPet FRET cleavage;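 active means inhibition at least 30% at 10 µM, raw YFP signal under a set limit, fluorescence ratio 0.5 to 1.5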;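 further: 0% = enzyme with DMSO and 100% = no enzyme wells; some results filed as inactive read as strong as hits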
Target sequence (Q9P0U3 419-644 limits assumed): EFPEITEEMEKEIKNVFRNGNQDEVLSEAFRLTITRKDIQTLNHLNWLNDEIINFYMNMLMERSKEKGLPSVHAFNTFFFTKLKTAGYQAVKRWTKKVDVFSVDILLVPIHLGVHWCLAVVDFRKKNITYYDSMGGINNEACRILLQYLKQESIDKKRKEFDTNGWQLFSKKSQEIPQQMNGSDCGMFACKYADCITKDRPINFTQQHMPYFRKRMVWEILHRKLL
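Material: hSENP1 catalytic domain, recombinant; medium: Tris pH 8 with BME, BSA, NP40 and catalase; compound: single concentration of 10 µM compound, 0.5% DMSO final; technique: FRET read of cyan and yellow fluorescence; timing: 50 min enzyme reaction, room temperature, light-protected; reagent: SFCypet-SUMO1-SFYpet substrate at 25 nM; control set: no-enzyme low, enzyme-DMSO high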
SENP8 block: inhibitors of human SENP8 protease; inhibition, % at 20 µM; 360,000 compounds, 0.64% hits; recombinant SENP8, Nedd8 substrate fluorescence; Q96LD8; in the data active means inhibition mostly above about 40%, no sharp cut-off; inactive means mostly below about 27%
Target sequence (Q96LD8 whole entry, looked up): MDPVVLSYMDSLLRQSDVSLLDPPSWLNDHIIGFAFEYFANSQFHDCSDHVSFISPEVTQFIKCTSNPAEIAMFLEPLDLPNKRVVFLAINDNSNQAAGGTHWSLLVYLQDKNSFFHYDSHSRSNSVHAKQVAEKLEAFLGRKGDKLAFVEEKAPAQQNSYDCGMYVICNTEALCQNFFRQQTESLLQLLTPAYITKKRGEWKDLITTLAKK
SENP6 inh: blocks the human protease SENP6. Recombinant SENP6 catalytic domain, aminoluciferin luminescence. inhibition, % at 10 µM. 330,000 compounds, 1.8% hits. Q9GZR1. AID 2599;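 active means inhibition above about 50% at the single tested dose, limit read from the data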;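 further: plate controls were DMSO wells with enzyme for no effect and DMSO wells lacking enzyme for full effect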
PfG6PD inh: PfG6PD (Plasmodium falciparum) enzyme inhibition; AID 504690; PfGluPho enzyme, NADPH resazurin-diaphorase fluorescence; inhibition, % at 20 µM; 350,000 compounds, 0.78% hits;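 active means inhibition reaching at least a set limit at 20 µM in the primary screen, cut at about 59% in these data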;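 further: 0% = DMSO wells with substrate and 100% = DMSO wells lacking glucose-6-phosphate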
Numbers without * were called inactive; i = inactive; / = no result given.

SMILES | MPTP inh | ATG4B inhibitor | GRIN3A LBD mod | hIAP activ | SENP1 inh | SENP8 block | SENP6 inh | PfG6PD inh
OC(Cc1cccnc1)(Cc1cccnc1)c1cc2ccccc2[nH]1 | -14 | -7 | -1 | 0.99 | -6 | -36 | -5 | 21
COC(=O)C1=C(C)N(Cc2ccccc2)C(=NCc2cc(OC)c(OC)c(OC)c2)N[C@H]1c1ccccc1 | / | -3 | -2 | 1.1 | / | / | 7 | 8
CSc1nc2ccc(NC(=O)c3ccco3)cc2s1 | -0.7 | -8 | 4 | 0.99 | 1 | 0 | 5 | 20
O=C(c1ccc2nc(Cc3ccccc3F)oc2c1)N1CCCC1 | -0.2 | -9 | 0 | 1 | 1 | 14 | 32 | 7
Cc1cc(NC(=O)c2coc(=O)c(Br)c2)ccc1C(C)C | 46 | -1 | 2 | 1.3 | -107 | -434 | -20 | -8
Cc1onc(-c2ccccc2)c1C(=O)Nc1nc(-c2cc(F)ccc2F)cs1 | 7.9 | -2 | -2 | 1 | -3 | 16 | 2 | 7
C=C(C)CN1C(=O)C(C)SC1=NN=C1SCC(=O)N1C (stereo not given) | 1.2 | / | / | / | 0 | 4 | / | -8
Cc1cccc(OCc2nc(C#N)c(NCc3ccc4c(c3)OCO4)o2)c1 | 1.9 | -12 | -7 | 1.1 | -2 | 22 | 7 | 10
COP(=O)(OC)C(=NNS(=O)(=O)c1ccc(C)cc1)c1ccccc1 | -0.3 | / | / | / | 2 | 20 | / | -16
Oc1ccc(Cl)cc1C=Nc1ccccc1Br | -1.7 | 20 | 4 | 0.93 | -15 | 9 | -2 | -7
COc1ccc(S(=O)(=O)N2CCC(C(=O)NCCc3ccc4c(c3)OCO4)CC2)cc1 | 0.2 | -6 | -1 | 0.89 | 1 | 14 | 5 | -15
COC(=O)c1cn(CC(=O)N2CCCCCC2)c2ccccc12 | -1.2 | -14 | 0 | 1 | 3 | 18 | -7 | -7
O=[N+]([O-])c1cc2c(cc1/C=N/n1cnnc1)OCO2 | 0.9 | 1 | 3 | 0.98 | -4 | 0 | -4 | 5
CCOc1ccc(C(=O)NC(=S)Nc2ccccc2N2CCC(C)CC2)cc1[N+](=O)[O-] | 2.0 | 14 | 1 | 1.1 | 0 | 20 | -8 | 6
C(=N\N1CCN(C2c3ccccc3-c3ccccc32)CC1)/c1cccnc1 | 1.3 | -4 | -1 | 1 | 1 | 18 | -6 | -4
C=CCn1c(COc2ccc3c(c2)CCCC3)nnc1SCC(=O)Nc1cccc(SC)c1 | -1.5 | 21 | -5 | 1.1 | 3 | 10 | 38 | 14
COc1cc(NC(C)CCCN)c2ncccc2c1 (stereo not given) | 4.4 | -2 | 2 | 0.48 | -2 | 47* | 64* | 30
CN(C(=O)COC(=O)c1ccc(NS(=O)(=O)c2cccs2)cc1)C1CCCCC1 | 0.7 | -4 | -1 | 0.86 | 0 | 2 | -6 | -32
CCC(=O)Nc1cc(NC(=O)CSc2ncc(-c3ccc(F)cc3)n2Cc2ccco2)ccc1C | -2.4 | -3 | 0 | 1.1 | -2 | 16 | 12 | -1
CCOCCN(C=O)c1cccc(OC)c1 | 0.6 | 1 | 2 | 0.92 | 2 | 12 | -10 | -13
C=CCNC(=O)c1onc(CSc2ccc(C)c(C)c2)c1C(=O)O | 0.5 | 11 | -3 | 0.88 | 2 | 15 | -13 | -15
COc1ccc(NC2CCCN(C(=O)c3cccc(N4CCNC4=O)c3)C2)cc1 (stereo not given) | -1.3 | 2 | 3 | 0.97 | 0 | 17 | -4 | 8
COc1c(CC=C(C)C)cc(C2CC(=O)c3c(O)cc(O)cc3O2)c(CC=C(C)C)c1O (stereo not given) | / | 39 | 22* | 0.94 | / | / | -9 | -3
Cc1cc(C)nc(SCC(=O)N/N=C/C=C/c2ccccc2)n1 | 2.8 | -14 | -6 | 1.1 | 0 | 19 | -18 | 8
CC(C)OC(=O)NC(Nc1ccccc1C(=O)O)(C(F)(F)F)C(F)(F)F | 1.4 | 1 | 0 | 1.1 | 2 | -166 | -21 | -2
(listing goes on)
SMILES | MPTP inh | ATG4B inhibitor | GRIN3A LBD mod | hIAP activ | SENP1 inh | SENP8 block | SENP6 inh | PfG6PD inh
CCOc1ccccc1C1CC(=O)NC(SCC)=C1C#N (stereo not given) | -1.3 | 1 | -1 | 1.3 | -2 | 10 | 20 | -2
Cc1cccc(N2CCN(C(=O)c3ccncc3)CC2C)c1 (stereo not given) | 0.9 | -5 | 0 | 0.95 | 2 | 17 | 0 | 6
CCCn1nc(-c2nnc(-c3ccc(C)c(C)c3)o2)c2ccccc2c1=O | 0.4 | 12 | -1 | 0.88 | 0 | 36 | -6 | -7
COc1cccc(-n2c(SCC(=O)N3CCCCC3)nc3c([nH]c4ccccc43)c2=O)c1 | 1.9 | -4 | 3 | 0.86 | 4 | -67 | -7 | -14
CC(C)CC(=O)N=C1SC2CS(=O)(=O)CC2N1Cc1ccccc1Cl (stereo not given) | -0.4 | -13 | 0 | 0.94 | 0 | 13 | 3 | 17
CN(CC(=O)N1CCCCCC1)S(=O)(=O)c1ccc(Br)cc1 | -0.8 | 3 | 1 | 1.4 | 1 | 10 | -1 | -7
OC(COc1ccc2cc(Br)ccc2c1)CN1CCOCC1 (stereo not given) | 42 | 0 | -2 | 0.98 | 4 | 22 | 1 | -9
CC(C)C(C)(C#N)NC(=O)CSc1nc2scc(-c3ccccc3)c2c(=O)[nH]1 (stereo not given) | 8.7 | 23 | -5 | 1.1 | -7 | 5 | 7 | -21
CN(C)C(CNC(=O)c1cc2ccccc2oc1=O)c1ccccc1 (stereo not given) | 0.2 | -2 | -2 | 1 | -1 | -74 | -3 | -10
O=C(NCc1ccccc1)C(c1ccco1)N(C(=O)c1ccccn1)c1ccc(F)cc1 (stereo not given) | -0.3 | -5 | -2 | 1.1 | 2 | 6 | 3 | -11
O=C(CN1C(=O)/C(=C\c2cccc(F)c2)Oc2ccccc21)N1CCN(c2ccccn2)CC1 | 1.3 | -2 | -1 | 0.91 | 2 | -489 | 3 | -14
CCc1ccc(C(=O)O)cc1 | 2.2 | 3 | 0 | 0.77 | 1 | 29 | 7 | -7
CN(Cc1nc2ccccc2c(=O)[nH]1)C(=O)c1cc(C2CC2)nn1-c1ccccc1 | -1.2 | -2 | 0 | 1.2 | -2 | -2 | -10 | 2
Cn1ncc(Cl)c1C(=O)Nc1cccnc1 | -10 | -8 | 1 | 1.1 | 1 | 5 | -16 | -7
Cc1cc2occ(CC(=O)Nc3nnc(C4CC4)s3)c2cc1C | 1.9 | -5 | -3 | 0.91 | -2 | -40 | 4 | -9
Cn1c(=O)n(CCN2CCOCC2)c(=O)c2c1nc1n2CCN1c1ccc(Oc2ccccc2)cc1 | 1.6 | -15 | 0 | / | -1 | -46 | / | 14
Cc1cccc(C)c1NC(=S)Nc1ccc(Cl)c(Cl)c1 | 98* | 21 | -1 | 1 | 1 | 20 | -18 | -10
COc1ccc(NC(=O)CSc2nnc(CCC(=O)O)c(=O)n2N)cc1 | 2.8 | -16 | 0 | 1 | 0 | 15 | 5 | 8
Cc1cccc(Nc2ccc([N+](=O)[O-])cn2)c1 | 9.4 | 8 | -9 | 1.1 | -9 | 10 | -20 | 9
CC(C)(C)OC(=O)C[C@@H]1C/C=C\C[C@H](CC(=O)NCCO)C(=O)NC[C@@H](c2ccccc2)OC1=O | 0.2 | -4 | 0 | 0.98 | 2 | 12 | -5 | 6
COc1ccc(NC(=O)c2scc(S(=O)(=O)C(C)C)c2N)cc1 | -3.3 | 2 | -31 | 1.2 | -1 | 0 | 66* | -4
COc1cccc(C2N(c3ccccn3)C(=O)C3CCCN32)c1OC (stereo not given) | 0.9 | -10 | 0 | 1.1 | 3 | 4 | -3 | 2
Cc1ccc2c(c1)-c1c(ssc1=S)C(C)(C)N2C(=O)c1ccco1 | 3.6 | -23 | 0 | 0.86 | -1 | 38 | -15 | 55
Cc1nc(N2CCCCC2C)c2c(C)c(C(=O)Nc3ccccc3C(F)(F)F)sc2n1 (stereo not given) | -0.1 | 21 | -2 | 0.91 | 1 | -354 | 6 | 4
CN1CCN(c2ccc(C(=O)c3ccc(Br)cc3)cc2[N+](=O)[O-])CC1 | -0.6 | -9 | 0 | 1 | 1 | 22 | -21 | -2
Additional results follow.
SMILES | MPTP inh | ATG4B inhibitor | GRIN3A LBD mod | hIAP activ | SENP1 inh | SENP8 block | SENP6 inh | PfG6PD inh
COc1ccc(CNC(=O)C2CCN(S(=O)(=O)N3CCOCC3)CC2)cc1 | 1.2 | -6 | 0 | 1.1 | 2 | 18 | -28 | -10
CCOc1ccc(C(=O)Nc2ccccc2C#N)cc1[N+](=O)[O-] | 5.7 | 6 | -2 | 0.92 | 1 | 24 | -14 | 8
CC(C)(C)c1ccc(NC(=O)COC(=O)C2(C)CC2(Cl)Cl)cc1 (stereo not given) | 8.7 | -1 | -17 | 1.2 | 0 | 10 | 10 | 17
COc1ccc(CC(=O)NNC(=O)COc2ccc(Cl)cc2C)cc1S(=O)(=O)N1CCOCC1 | 0.5 | -6 | 1 | 1.9 | -1 | 13 | 2 | -24
CCOc1ccc(C(C)NC(=O)c2cccc(F)c2)cc1 (stereo not given) | 1.2 | 6 | 0 | 0.94 | -1 | -8 | 4 | -16
O=C1OCCC1Sc1nnc(-c2ccc3c(c2)OCO3)n1-c1ccccc1 (stereo not given) | -1.7 | -11 | -2 | 1 | 0 | 4 | 10 | 9
N#Cc1cccc(NC(=S)Nc2ccccc2)c1 | 82* | 6 | -1 | 1.1 | 0 | 16 | 2 | -9
Cc1ccc(NC(=O)CCS(=O)(=O)c2cc3[nH]c(=O)c(=O)[nH]c3cc2C)cc1 | 2.0 | -3 | 15* | 0.92 | -1 | -108 | -10 | -12
Fc1ccc2c(c1)c1n[nH]c(=S)nc1n2CCc1ccccc1 | 0.9 | 2 | 3 | 0.89 | 1 | 13 | 19 | 33
Cc1ccc(S(=O)(=O)N2CCOCC2)cc1NC(=O)CN1CCN(c2ccc(O)cc2)CC1 | 3.1 | 0 | -1 | 0.97 | 2 | 6 | 12 | 65*
Cc1ccccc1C(OCC(O)CN1CCN(CCO)CC1)c1ccccc1 (stereo not given) | -0.4 | -2 | 0 | 0.96 | 1 | 16 | 2 | -15
Cn1c(=O)n(C)c2cc(NS(=O)(=O)c3cccs3)ccc21 | -1.5 | -8 | 1 | 1 | -34 | 4 | -16 | 14
CC(C)(C)NC(=O)CCn1nc(-c2ccc(Cl)cc2)c2ccccc2c1=O | 0.8 | -2 | -3 | 0.99 | 3 | 12 | -1 | -2
CCc1ccc(NC(=O)N(CCN(C)C)C(C)c2cccnc2)cc1 (stereo not given) | -0.6 | -7 | 0 | 0.86 | 2 | 20 | -8 | 10
COc1ccc(-n2nnc3c(SCC(=O)c4ccccc4)ncnc32)cc1 | -3.3 | -1 | 1 | 1 | -2 | -9 | 22 | -3
CC(OC(=O)c1ccccc1NCc1ccco1)C(=O)Nc1ncc(Cl)cc1Cl (stereo not given) | 0.9 | 2 | 2 | 0.95 | -1 | i | -19 | 17

Looked up by compound from the list above, 6 records:
SMILES | MPTP inh | ATG4B inhibitor | GRIN3A LBD mod | hIAP activ | SENP1 inh | SENP8 block | SENP6 inh | PfG6PD inh
Fc1ccc2c(c1)c1n[nH]c(=S)nc1n2CCc1ccccc1 | 0.9 | 2 | 3 | 0.89 | 1 | 13 | 19 | 33
CC(OC(=O)c1ccccc1NCc1ccco1)C(=O)Nc1ncc(Cl)cc1Cl (stereo not given) | 0.9 | 2 | 2 | 0.95 | -1 | i | -19 | 17
CCOc1ccc(C(=O)Nc2ccccc2C#N)cc1[N+](=O)[O-] | 5.7 | 6 | -2 | 0.92 | 1 | 24 | -14 | 8
Cc1ccccc1C(OCC(O)CN1CCN(CCO)CC1)c1ccccc1 (stereo not given) | -0.4 | -2 | 0 | 0.96 | 1 | 16 | 2 | -15
Cc1ccc(S(=O)(=O)N2CCOCC2)cc1NC(=O)CN1CCN(c2ccc(O)cc2)CC1 | 3.1 | 0 | -1 | 0.97 | 2 | 6 | 12 | 65*
CCOc1ccc(C(C)NC(=O)c2cccc(F)c2)cc1 (stereo not given) | 1.2 | 6 | 0 | 0.94 | -1 | -8 | 4 | -16
